MEKK3 PB1 HTS: modulators (inhibitors or enhancers) of MEK5 binding to human MEKK3 PB1 domain | binding response (% of control), % at 10 µM | AID 1529 | Q99759 | bead-based flow cytometry, Alexa488-MEK5 binding to MEKK3; actives lie on both sides; 0 = blocked by unlabeled MEK5, 100 = vehicle | 290,000 compounds, 1.4% hits;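 active = binding response more than 3 SD above or below the average of its plate-row segment, actives on both sides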;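 also: Alexa488 bead fluorescence after subtracting the streptavidin-only scavenger bead signal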
UBC9 SUMO inh: SUMOylation inhibition. P63279. HTRF SUMOylation assay, SAE1/SAE2 + UBC9, in vitro. inhibition, % at 35 µM. 290,000 compounds, 0.36% hits; in the data active = inhibition above about 50%, passing the limit was not always enough; also: strong numbers were not always called active
IDE act: boosts human insulin-degrading enzyme activity in HEK cells. P14735. FAbeta-B cleavage, fluorescence polarization; 0% vehicle, 100% cell-free pure enzyme wells. activation, % at 5.96 µM. 340,000 compounds, 0.073% hits;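 active = activation above the mean of all tested compounds plus 3 SD, set per screening campaign, cut at about 17% in these data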
NS3 helicase inh: inhibitors of Hepatitis C virus NS3 helicase; NS3 helicase DNA unwinding, Cy5 molecular beacon fluorescence; inhibition, % at 10.9 µM; 290,000 compounds, 0.56% hits;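 active = inhibition above the mean of all tested compounds plus 3 SD, set per campaign, cut at about 35% in these data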;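 also: 0% = DMSO wells and 100% = thioflavine S control wells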
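System: HCV NS3 helicase fragment; control set: DMSO and thioflavine S; technique: Cy5 fluorescence at 0 and 60 min, beacon hairpin quenching; reagent: beacon DNA duplex substrate plus ATP; replicates: singlicate; schedule: 1 h reaction at 25 °C, ATP-initiated; medium: MOPS buffer pH 6.5 with MgCl2, DTT, Tween20, BSA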
PHOSPHO1 block: inhibitors of human PHOSPHO1 phosphatase | recombinant PHOSPHO1, absorbance phosphatase assay | inhibition, % at 13.3 µM | 290,000 compounds, 1.1% hits | AID 1565; in the data active = inhibition above about 60%
pCIP destab: p/CIP protein destabilization | Q05BA5 | F442A p/CIP-EGFP cells, EGFP fluorescence, 16 h | decrease of EGFP signal, % at 10 µM | 290,000 compounds, 0.01% hits | AID 1984;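 active = EGFP signal decrease of at least 30% at 10 µM or well 3 SD below plate mean, unless failing retest; inactive = the rest, including hits failing retest or dose response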; also: some compounds called inactive have numbers as strong as hits; many of its hits are not listed in these tables
Target sequence (Q05BA5 1-1403): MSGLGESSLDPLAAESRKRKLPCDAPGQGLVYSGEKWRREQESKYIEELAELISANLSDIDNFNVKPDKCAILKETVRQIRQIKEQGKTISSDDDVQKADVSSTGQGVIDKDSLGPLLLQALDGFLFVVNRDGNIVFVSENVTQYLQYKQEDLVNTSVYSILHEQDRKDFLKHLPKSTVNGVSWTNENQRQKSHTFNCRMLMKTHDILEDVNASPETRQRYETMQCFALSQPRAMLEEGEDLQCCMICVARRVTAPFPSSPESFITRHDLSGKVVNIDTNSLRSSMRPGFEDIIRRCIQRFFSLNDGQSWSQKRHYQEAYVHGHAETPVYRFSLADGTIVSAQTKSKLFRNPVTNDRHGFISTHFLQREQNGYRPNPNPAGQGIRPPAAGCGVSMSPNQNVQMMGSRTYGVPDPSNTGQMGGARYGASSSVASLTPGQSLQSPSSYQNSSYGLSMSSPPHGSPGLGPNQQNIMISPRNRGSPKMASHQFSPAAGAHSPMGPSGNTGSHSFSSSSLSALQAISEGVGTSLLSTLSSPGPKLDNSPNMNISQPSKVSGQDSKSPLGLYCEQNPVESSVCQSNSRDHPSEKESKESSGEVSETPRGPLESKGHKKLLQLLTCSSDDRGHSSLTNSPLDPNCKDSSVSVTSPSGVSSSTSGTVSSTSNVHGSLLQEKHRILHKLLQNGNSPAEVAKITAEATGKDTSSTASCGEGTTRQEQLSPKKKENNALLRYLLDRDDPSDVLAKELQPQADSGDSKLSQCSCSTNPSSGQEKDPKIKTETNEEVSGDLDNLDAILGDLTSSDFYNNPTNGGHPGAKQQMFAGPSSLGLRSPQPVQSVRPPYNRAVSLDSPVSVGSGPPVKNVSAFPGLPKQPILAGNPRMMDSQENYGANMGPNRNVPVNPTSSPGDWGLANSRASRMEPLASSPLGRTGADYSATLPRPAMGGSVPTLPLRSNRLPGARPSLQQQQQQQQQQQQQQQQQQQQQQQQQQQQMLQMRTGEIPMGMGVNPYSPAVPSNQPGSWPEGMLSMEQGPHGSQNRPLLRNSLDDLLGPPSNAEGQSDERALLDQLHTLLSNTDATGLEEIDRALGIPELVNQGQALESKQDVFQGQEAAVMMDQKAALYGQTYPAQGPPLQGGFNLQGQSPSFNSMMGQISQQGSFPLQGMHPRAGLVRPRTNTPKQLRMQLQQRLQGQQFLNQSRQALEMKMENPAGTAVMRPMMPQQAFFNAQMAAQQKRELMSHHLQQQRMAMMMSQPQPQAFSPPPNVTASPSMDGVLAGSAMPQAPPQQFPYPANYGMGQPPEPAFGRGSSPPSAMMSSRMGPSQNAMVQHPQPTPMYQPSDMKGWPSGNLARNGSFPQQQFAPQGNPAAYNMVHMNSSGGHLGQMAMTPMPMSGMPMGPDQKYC
VIM-2 inhibitor: inhibitors of Pseudomonas aeruginosa VIM-2 metallo-beta-lactamase | 290,000 compounds, 0.89% hits | purified VIM-2, nitrocefin hydrolysis, epi-absorbance fluorescence | inhibition, % at 5.6 µM;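 active = inhibition above the mean of all tested compounds plus 3 SD, cutoff set per screening run, cut at about 7.5% in these data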;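 also: red hydrolysis product quenches plate fluorescence so inhibitors raise well fluorescence; 0% = enzyme with DMSO and 100% = DMSO without enzyme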
IMP-1 inh: blocks Pseudomonas aeruginosa IMP-1 metallo-beta-lactamase | purified IMP-1, nitrocefin hydrolysis, epi-absorbance fluorescence | inhibition, % at 5.6 µM | 290,000 compounds, 0.45% hits | AID 1556;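 active = inhibition above the mean plus 3 SD of all compounds in the same screening run, cut at about 4.5% in these data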;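 also: 0% = IMP-1 with DMSO and 100% = DMSO wells lacking enzyme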
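Assay system: purified IMP-1; Quantity: IMP-1 0.2 nM before substrate addition; Medium: HEPES buffer pH 7.1 with ZnSO4 and Brij 35; Incubation: 15 min enzyme–compound preincubation, then 25 min nitrocefin reaction, 25 °C; Signal: fluorescence quenching readout, ex 480/em 530 nm; Controls: DMSO with and without IMP-1; Repeats: singlicate testing.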
DNA FID counter: fluorescent intercalator displacement, NS3 helicase counter-screen; DNA fluorescent intercalator displacement, fluorescence; inhibition, % at 7.9 µM; 290,000 compounds, 0.17% hits; AID 1845; in the data active = inhibition above about 37%;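 also: 0% = vehicle and 100% = reference compound; higher means more ethidium bromide displaced from hairpin DNA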
An asterisk follows results filed as active; . = no result given; [ ] = remark or other dose.

SMILES	MEKK3 PB1 HTS	UBC9 SUMO inh	IDE act	NS3 helicase inh	PHOSPHO1 block	pCIP destab	VIM-2 inhibitor	IMP-1 inh	DNA FID counter
CCc1nc(N=Nc2c(O)[nH]c3ccccc23)c2c3c(sc2n1)CCC3	99	2	-5	-10	-2	-4	-0.4	-2.1	-4
O=C(CCC(=O)N1CCN(c2ccc(F)cc2)CC1)c1ccc(F)cc1	87	29	.	1	38	-2	-1.4	-1.4	-28
O=C(Nc1ccccc1Cl)N1CCN(c2ccccn2)CC1	97	-7	6	8	-51	-13	-4.7	-3.8	-11
Cc1cc(C)n2nc(SCc3ccccc3)nc2n1	105	0	9	-13	-6	7	-0.8	-1.1	-8
NS(=O)(=O)c1ccc(-c2ccc(C=NC3CCS(=O)(=O)C3)o2)cc1 (stereo not given)	101	20	5	8	13	-1	-1.9	-3.1	1
COc1ccc(CN2CCCC(C(=O)c3ccc(Cl)cc3)C2)cc1Cn1cncn1 (stereo not given)	99	4	3	-15	32	-6	0.3	-2.9	7
O=C(CCC(NC(=O)OCc1ccccc1)C(=O)OCC(=O)N1CCCCC1)OCC(=O)N1CCCCC1 (stereo not given)	86	-10	-2	1	1	14	-1.1	-2.1	-36
CCOC(=O)C1=C(C)NC(=S)N(C(C)=O)C1c1ccc(Cl)cc1 (stereo not given)	97	-1	2	4	-4	-11	-7.1	-2.8	-14
COc1ccc(C(=O)Nc2ccc(CN3CCOCC3)cc2)cc1Br	103	5	1	0	15	-3	-1.5	-2.9	-1
O=Cc1cn(-c2ccccc2)nc1-c1cccnc1	98	22	1	1	29	-1	-2.0	-3.2	-2

Next part (3 carried over from the part before).
SMILES	MEKK3 PB1 HTS	UBC9 SUMO inh	IDE act	NS3 helicase inh	PHOSPHO1 block	pCIP destab	VIM-2 inhibitor	IMP-1 inh	DNA FID counter
CCOC(=O)C1=C(C)NC(=S)N(C(C)=O)C1c1ccc(Cl)cc1 (stereo not given)	97	-1	2	4	-4	-11	-7.1	-2.8	-14
COc1ccc(C(=O)Nc2ccc(CN3CCOCC3)cc2)cc1Br	103	5	1	0	15	-3	-1.5	-2.9	-1
O=Cc1cn(-c2ccccc2)nc1-c1cccnc1	98	22	1	1	29	-1	-2.0	-3.2	-2
CC1=CC(C)(C(Cl)Cl)C(C)=CC1=O (stereo not given)	99	15	-3	7	-20	-11	0.3	-1.3	-1
CC(C)c1ccc(N(CC(=O)NCC2CCCO2)C(=O)CCC(=O)Nc2nccs2)cc1 (stereo not given)	101	2	-4	0	2	3	-2.3	-1.4	-46
Cc1ccc2nc(SC(C(=O)Nc3ccc(F)cc3)c3ccccc3)[nH]c2c1 (stereo not given)	153*	-7	4	-11	-11	3	0.4	-1.7	-4
O=c1cc(O)c2sc(Nc3ccc(F)c(Cl)c3)nc2[nH]1	93	12	.	30	-23	6	-2.5	-2.4	-3
Cc1ccc(CNC(=O)CN(C2CCCCC2)S(C)(=O)=O)cc1	67*[inhibitor]	10	-1	1	-8	2	0.5	-4.1	-4
CN1c2ccccc2C(C)(C)C12C=Nc1c(cc(N3CCOCC3)c3ccccc13)O2 (stereo not given)	.	73	3	0	22	-10	5.4	-2.9	-6
Cc1cc(N2CCN(C(=O)c3cccs3)CC2)c(F)cc1[N+](=O)[O-]	111	-5	3	21	.	-18	-0.8	-0.7	-12
CC(C)(C)n1nnnc1C(c1cccc(C(F)(F)F)c1)N1CCC(O)CC1 (stereo not given)	102	-2	0	-13	28	-13	0.6	-2.1	-21
CCC1=C(OC(=O)N(CC)CC)N2C(=O)OC(=NCC3CC3)[C@]2(Cc2ccccc2)[C@H]2C1=CC[C@H]1C(=O)N(CC(=O)OC)C(=O)[C@H]12	97	2	.	.	-22	21	.	.	.
CC(OC(=O)C1CC1)C(=O)Nc1cc(C(F)(F)F)ccc1Cl (stereo not given)	102	7	1	-4	34	-11	-0.3	-0.7	-3
Cc1ccc([N+](=O)[O-])c(OCCCN2CCC(Cc3ccccc3)CC2)c1	111	.	-5	-69	.	.	0.2	-0.2	33
CCOc1ccc(N2C(=O)CC(NCc3ccc(F)cc3)C2=O)cc1 (stereo not given)	100	16	1	-6	7	-8	-0.2	-1.9	-5
Cc1cccc(NC(=S)NC2CC3CCCC(C2)N3CC(C)C)c1C (stereo not given)	112	6	-1	1	-4	0	-3.2	-2.8	19
Cc1oc2ccc(OCc3ccccc3F)cc2c1C(=O)O	102	5	5	8	4	10	-3.6	-2.7	-19
COCCN(C(=S)Nc1ccc(OC)c(Cl)c1)C1CCN(C(C)C)CC1	105	4	7	14	-20	2	-3.6	0.3	2
O=C(NNC(=S)NC1CCCCC1)c1cccs1	115	16	6	-3	-2	-14	-5.5	-3.1	2
COc1ccc2nc(Nc3nc(-c4cc5ccccc5oc4=O)cs3)sc2c1	82	0	1	12	11	5	-1.8	-1.4	0
Cc1ccc2c(c1)c1ccc3c(c1n2C)C(=O)C=CC3=O	89	19	4	14	37	-23	12*	-1.1	-5
O=C(Nc1ccccc1)c1sc2cc(C(F)(F)F)cnc2c1-c1cccs1	99	11	0	0	9	4	-1.0	-1.8	-11
COc1ccc(CCNC(=O)c2cc3cccc(OC)c3oc2=O)cc1OC	94	11	7	1	19	-8	0.0	-2.8	-19
O=C(O)CCCn1c(=O)c2cccn2c2ccc(F)cc21	101	12	5	-3	48	-7	-1.4	-3.5	-4
CSCCC(NC(=O)c1ccccc1)C(=O)N/N=C(\C)c1ccccc1 (stereo not given)	124	-7	-1	-8	7	1	-0.2	-3.1	-5
Fc1ccc2c(c1)C(c1ccncc1)=NNC(c1ccc(Br)cc1)=N2	108	-5	-1	5	-14	-4	0.4	-0.7	-5
CCOC(=O)/C(C#N)=C/Nc1ccccc1NS(=O)(=O)c1ccc(C)c(C)c1	99	29	-1	-6	25	-4	-1.7	-1.5	-3
COc1ccc(OC)c(NC(=O)c2cc(-c3cc(C)ccc3O)n[nH]2)c1	99	-2	-3	-19	14	-5	-3.7	-3.3	-22
COc1cc2ccccc2cc1C(=O)NC(=S)Nc1cccc(C(=O)O)c1C	99	14	4	26	32	10	0.2	-2.1	-29
N#Cc1nc(-c2cccs2)oc1NCc1ccc(Cl)cc1	99	-11	0	3	4	6	-2.3	-2.6	-3
O=C(NCc1cccnc1)c1ccc(COc2cccc3ccccc23)o1	102	12	5	8	38	-8	-1.6	1.0	-12
Cc1ccc(-c2ccc3nnc(SCC(=O)NCC4CCCO4)n3n2)cc1 (stereo not given)	105	32	-2	-2	-8	-4	-1.9	-1.8	-16
COc1ccc(C2=NNC(c3cccnc3)=Nc3ccccc32)cc1	96	-4	-5	0	32	-1	-5.3	-0.6	-1

One compound at a time, from the list above. Order of values: MEKK3 PB1 HTS	UBC9 SUMO inh	IDE act	NS3 helicase inh	PHOSPHO1 block	pCIP destab	VIM-2 inhibitor	IMP-1 inh	DNA FID counter
Cc1ccc2nc(SC(C(=O)Nc3ccc(F)cc3)c3ccccc3)[nH]c2c1 (stereo not given) in the list: 153*	-7	4	-11	-11	3	0.4	-1.7	-4
NS(=O)(=O)c1ccc(-c2ccc(C=NC3CCS(=O)(=O)C3)o2)cc1 (stereo not given) in the list: 101	20	5	8	13	-1	-1.9	-3.1	1
Cc1ccc(CNC(=O)CN(C2CCCCC2)S(C)(=O)=O)cc1 in the list: 67*[inhibitor]	10	-1	1	-8	2	0.5	-4.1	-4

For reference, 2 of the compounds above.
SMILES	MEKK3 PB1 HTS	UBC9 SUMO inh	IDE act	NS3 helicase inh	PHOSPHO1 block	pCIP destab	VIM-2 inhibitor	IMP-1 inh	DNA FID counter
O=C(O)CCCn1c(=O)c2cccn2c2ccc(F)cc21	101	12	5	-3	48	-7	-1.4	-3.5	-4
CSCCC(NC(=O)c1ccccc1)C(=O)N/N=C(\C)c1ccccc1 (stereo not given)	124	-7	-1	-8	7	1	-0.2	-3.1	-5

(more compounds)
SMILES	MEKK3 PB1 HTS	UBC9 SUMO inh	IDE act	NS3 helicase inh	PHOSPHO1 block	pCIP destab	VIM-2 inhibitor	IMP-1 inh	DNA FID counter
O=C(NN1C(=O)c2ccccc2C1=O)C1C2CCCCC21 (stereo not given)	131	-4	4	-5	11	1	-1.7	-0.7	-5
CC(=O)Nc1ccc(N/C=C/C(=O)c2ccc(Br)cc2)cc1	104	6	4	2	-1	-8	0.5	-1.5	4
COCCNC(=O)CSc1nc2ccccc2c2nc(C)nn12	92	17	1	6	-6	-6	-0.8	-2.1	-2
O=C(c1cc2nc(-c3ccccc3)cc(C(F)(F)F)n2n1)N1CCN2CCCC2C1 (stereo not given)	100	18	-1	-3	-5	-2	9.1*	-4.8	-3
Cc1ccc(-n2cc3c(-c4cccc(Br)c4)nnc(C)c3n2)cc1	103	-14	2	2	5	-1	-1.5	-3.6	-18
Cc1c(C(=O)NCc2cccnc2)sc2nc(-c3ccc(F)cc3)cn12	93	5	-24	-5	22	3	-0.6	-2.1	-14
O=C(C1CCN(S(=O)(=O)c2cc(Cl)ccc2Cl)CC1)N1CCCC1	98	2	0	20	32	-11	-2.3	-0.2	-30
NC(=O)c1ccc(NC(=O)c2cccc3c2OCCCO3)cc1	103	5	.	6	47	-5	-1.9	-3.0	-11
CC1(C)C(=O)Nc2ccccc2N1C(=O)COC(=O)COc1ccc(C#N)cc1	99	12	7	-2	24	0	-2.7	0.0	-32
COc1ccc(C2C3=C(CCCC3=O)Nc3ccc4ncccc4c32)cc1OC (stereo not given)	105	5	-4	-5	-5	-4	-3.6	-2.5	-10
COc1cccc(NC(=O)C2CCN(S(=O)(=O)c3ccc4c(c3)CC(C)N4C(C)=O)CC2)c1 (stereo not given)	103	3	-6	-9	18	-11	-6.0	-2.9	-44
CSc1cccc(NC(=O)CCCOc2ccccc2)c1	99	-7	0	0	1	2	-2.3	-1.6	-8

Assay outcomes as filed in PubChem BioAssay.

Some of the compounds tested. The share of hits here may be higher or lower than overall.
